JMJD2A Tudor inh: blocks the human JMJD2A Tudor domain; O75164; AlphaScreen JMJD2A-Tudor / H3K4me3 peptide binding; Potency, µM (titrated, usually from 114 µM), for inactives: at the highest dose activity change, negative = inhibition, usual class: inhibitors; 390,000 tested, 4.4% active; AID 504339; further: potency means the concentration at half of the fitted maximal effect; on the % scale 0 is the no-effect control and ±100 the full control effect; nearly all actives have a fitted effect of over 50% in size
Pin1 inhibitor: blocks the human prolyl isomerase Pin1; Q13526; Pin1 FP peptide displacement, HiFluor488, 10 min; Potency, µM (top dose mostly 115 µM), for the others: at the highest dose activity, negative = inhibition, actives largely listed as inhibitors; 390,000 tested, 0.009% active; AID 504891; active means well fitted inhibition curve with a large enough effect in the polarisation, with a control signal flat, not every such curve was filed as active; inconclusive means small, poorly fitted or top-dose-only effect, or effect the other way, or a change in a side signal; inactive means no such curve, though single readings can be large or run the other way; the % refers to the polarisation; further: potency means the concentration at half of the fitted maximal effect; on the % scale 0 is the no-effect control and ±100 the full control effect
Target sequence (Q13526 whole entry, looked up): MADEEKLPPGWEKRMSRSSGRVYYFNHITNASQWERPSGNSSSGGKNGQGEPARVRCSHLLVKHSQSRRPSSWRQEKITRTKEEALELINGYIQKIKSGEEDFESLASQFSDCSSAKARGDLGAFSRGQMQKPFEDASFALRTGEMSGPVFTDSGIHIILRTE
PI4K2A inh: inhibitors of human PI4K2A; AID 1346378; Q9BTU6; activity change, negative = inhibition, % at 76.9 µM; purified PI4K2A, ADP-Glo luminescence, 1 h; active compounds read low; 420,000 tested, 0.13% active; in the data active means activity change below about -50%; inconclusive means mostly about -30% to -49%;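 further: -100% = wells without enzyme as full effect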
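In this quantitative HTS, ADP production by PI4K2A was quantified luminescently after 1 h at ambient temperature; 100 microM adenosine served as plate-quality control.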
GLS inh: inhibitors of human glutaminase (GLS) | GLS enzymatic activity, qHTS titration | Potency, µM (top dose mostly 45.5 µM), without a hit: at the highest dose activity change, negative = inhibition, hits mostly inhibitors | 410,000 tested, 0.21% active | AID 624170; further: potency means the concentration at half of the fitted maximal effect; on the % scale 0 is the no-effect control and ±100 the full control effect
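Compounds were pin-transferred onto hKGA, after which L-glutamine (1 mM solution) and a detection mix of glutamate oxidase, HRP and Amplex Red were added. Initial and 30 min RT fluorescence reads were collected.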
G9a block: inhibitors of human histone lysine methyltransferase G9a | Q96KQ7 | G9a H3K9 monomethylation, AlphaScreen, 2 h | Potency, µM (titrated, usually from 102 µM), for the others: top-dose activity, negative = inhibition, hits mostly inhibitors | 350,000 tested, 8.8% active; further: potency means the concentration at half of the fitted maximal effect; on the % scale 0 is the no-effect control and ±100 the full control effect; nearly all actives have a fitted effect of over 75% in size
Target sequence (Q96KQ7 913-1193 limits assumed): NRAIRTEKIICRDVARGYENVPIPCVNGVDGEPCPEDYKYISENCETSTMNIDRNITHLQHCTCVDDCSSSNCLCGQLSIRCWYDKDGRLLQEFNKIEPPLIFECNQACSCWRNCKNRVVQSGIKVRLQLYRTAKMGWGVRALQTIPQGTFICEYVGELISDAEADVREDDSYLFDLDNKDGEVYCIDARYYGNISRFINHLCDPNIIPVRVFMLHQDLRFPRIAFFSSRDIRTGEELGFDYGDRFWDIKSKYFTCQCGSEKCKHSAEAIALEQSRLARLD
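Using a bead-based AlphaScreen, monomethylated H3K9 product from 2 h room-temperature reactions (G9a 20 nM, peptide 500 nM, SAM 20 uM) was detected with 0.5 ug/mL rabbit anti-H3K9me1 antibody.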
BAZ2B inh: BAZ2B (human) inhibition; AlphaScreen BAZ2B-H3K14Ac peptide displacement; 360,000 tested, 4.4% active; Potency, µM (series often up to 114 µM), for the others: at the top dose activity change, negative = inhibition, actives largely listed as inhibitors; further: potency means the concentration at half of the fitted maximal effect; on the % scale 0 is the no-effect control and ±100 the full control effect; nearly all actives have a fitted effect of over 60% in size
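In this displacement format the biotinylated H3(5-23) peptide acetylated at Lys14 serves as ligand at 50 nM, with BAZ2B at 50 nM in PBS pH 7.4 containing 0.01% Tween-20. Donor and acceptor beads are 10 ug/mL final.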
Tb PGK inh: blocks T. brucei phosphoglycerate kinase | PGK/GAPDH coupled, Kinase-Glo luminescence, 60 min | 380,000 tested, 0.043% active | Potency, µM (series often up to 57.5 µM), inactives show top-dose activity change, negative = inhibition, most hits filed as inhibitors | P07378; further: potency means the concentration at half of the fitted maximal effect; on the % scale 0 is the no-effect control and ±100 the full control effect; nearly all actives have a fitted effect of over 60% in size
Target sequence (P07378 whole entry, looked up): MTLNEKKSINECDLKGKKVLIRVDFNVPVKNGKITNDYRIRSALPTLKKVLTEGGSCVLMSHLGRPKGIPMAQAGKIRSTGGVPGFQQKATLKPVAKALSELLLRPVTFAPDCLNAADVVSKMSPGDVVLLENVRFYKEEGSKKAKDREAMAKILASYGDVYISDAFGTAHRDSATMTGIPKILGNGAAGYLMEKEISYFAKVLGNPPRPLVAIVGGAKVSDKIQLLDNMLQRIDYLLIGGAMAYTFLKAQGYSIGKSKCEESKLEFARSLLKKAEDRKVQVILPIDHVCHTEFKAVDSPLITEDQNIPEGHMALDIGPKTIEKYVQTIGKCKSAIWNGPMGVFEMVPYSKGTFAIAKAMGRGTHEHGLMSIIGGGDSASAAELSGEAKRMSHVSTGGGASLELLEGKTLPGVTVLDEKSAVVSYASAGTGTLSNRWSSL
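Recombinant glycosomal PGK reaction used 1,3-bisphosphoglycerate generated in-well by GAPDH (100nM final) in 100mM TEA pH 7.6, 5mM MgCl2, 0.01% Tween-20. After 60 minutes at room temperature, ATP was read by Kinase-Glo Plus luminescence end-point.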
ERG-DNA inh: blocks human ERG Ets domain binding to DNA | AID 624246 | Potency, µM (titrated, usually from 76.9 µM), without a hit: at the highest dose FP activity, negative = inhibition, hits mostly inhibitors | 370,000 tested, 0.028% active | fluorescence polarization, His-ERG Ets domain / labelled DNA | P11308; active means well fitted inhibition curve with a large enough effect in the polarisation, with a control signal flat; inconclusive means small, poorly fitted or top-dose-only effect, or effect the other way, or a change in a side signal; inactive means no such curve, though single readings can be large or run the other way; the % refers to the polarisation;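 further: polarization taken with two DNA probes labelled with fluorescein and Texas red; potency means the concentration at half of the fitted maximal effect; % of control where 0% means no effect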
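His-tagged ERG Ets domain (1 uM in the protein solution; 300mM KCl, 50mM Tris-HCl, 1mM EDTA, 1mM DTT, pH 7.5) received compound, then a probe mix of 5 nM fluorescein-DNA and 100nM Texas-615-DNA. Fluorescence polarization was read for both dyes.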
HP1b binding inh: HP1-beta chromodomain-methylated histone interaction inhibition; P83916; AlphaScreen HP1-beta / biotin-H3K9me3 peptide binding; Potency, µM (doses to about 114 µM), for the others: at the highest dose activity change, negative = inhibition, most hits filed as inhibitors; 390,000 tested, 0.56% active; AID 540317; further: potency means the concentration at half of the fitted maximal effect; nearly all actives have a fitted effect of over 70% in size; inactives centre near 23
Target sequence (P83916 whole entry, looked up): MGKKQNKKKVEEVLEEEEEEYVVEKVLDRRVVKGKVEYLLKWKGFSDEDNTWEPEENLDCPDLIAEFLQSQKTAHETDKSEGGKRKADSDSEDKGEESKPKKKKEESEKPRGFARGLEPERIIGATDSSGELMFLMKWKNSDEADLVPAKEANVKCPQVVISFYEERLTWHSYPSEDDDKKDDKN
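HP1-beta protein (50 nM final) preincubated 30 min at room temperature with biotinylated H3(1-18)K9me3 peptide (50 nM) in PBS pH 7.4, 0.01% Tween-20, then compound added for 30 min. AlphaScreen streptavidin donor/nickel chelate acceptor beads (10 ug/mL final), 30 min dark, luminescence read.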
Starred values were filed as active, the others as inactive; [ ] = dose if it differs, or a comment. Unless noted, the call rests on the fitted dose curve; in most records, active means well fitted curve in the direction sought with a large enough effect; inconclusive means small, poorly fitted or top-dose-only effect, or another doubt; inactive means no such curve, though single readings can be large; an effect the other way counts as inactive or inconclusive.

What do the screens show for `CCOC(=O)c1cc(-c2csc(-c3cccc(Cl)c3)n2)on1`?
JMJD2A Tudor inh: -6.8%; Pin1 inhibitor: -0.5%; PI4K2A inh: -0.9; GLS inh: -2.7%; BAZ2B inh: -0.8%; Tb PGK inh: -4.1%; ERG-DNA inh: -17.1%; HP1b binding inh: 48.9%[activator]

How did COc1ccc(NC(=O)CN(C)C(=O)c2cccc3ccccc23)cc1 do in these assays?
JMJD2A Tudor inh: -2.7%; Pin1 inhibitor: -3.6%; PI4K2A inh: -0.7; GLS inh: -4.8%; G9a block: inconclusive; BAZ2B inh: -18.4%; Tb PGK inh: -4.4%; ERG-DNA inh: -11.8%; HP1b binding inh: 29.4%

How did COc1ccc(-c2noc(CCC(=O)N3CCN(c4ccc(F)cc4)CC3)n2)cc1 do in these assays?
JMJD2A Tudor inh: -9.4%; Pin1 inhibitor: 5.5%; PI4K2A inh: 2.8; GLS inh: 7.7%; Tb PGK inh: 6.4%; ERG-DNA inh: 1.1%; HP1b binding inh: 23.6%

What do the screens show for `COc1cccc(C(=O)N(Cc2ccco2)Cc2cc3cccc(C)c3[nH]c2=O)c1`?
JMJD2A Tudor inh: -9.0%; Pin1 inhibitor: -0.1%; PI4K2A inh: 3.0; GLS inh: 2.8%; G9a block: 12.6%; BAZ2B inh: 3.3%; Tb PGK inh: 1.6%; ERG-DNA inh: -1.6%; HP1b binding inh: 26.6%

Results for COc1ccc(C2=Nn3c(nnc3-c3ccccc3Cl)SC2)cc1OCC1CC1 ?
JMJD2A Tudor inh: -32.9%; Pin1 inhibitor: 24.5%; PI4K2A inh: 3.7; GLS inh: 0.5%; Tb PGK inh: inactive; HP1b binding inh: 35.6%

How did O=C(c1ccc(S(=O)(=O)N2CCOCC2)cc1)N1CCN(c2ccc(F)cc2)CC1 do in these assays?
JMJD2A Tudor inh: -3.6%; Pin1 inhibitor: 2.0%; PI4K2A inh: 8.3; GLS inh: 20.9%; G9a block: -4.9%[59 µM]; BAZ2B inh: -0.2%; Tb PGK inh: inactive; ERG-DNA inh: -4.5%; HP1b binding inh: 41.2%[activator]

How did Cc1cccc(NC(=O)Nc2ccc(Cl)c(Cl)c2)n1 do in these assays?
JMJD2A Tudor inh: -21.1%; Pin1 inhibitor: -2.9%; PI4K2A inh: 3.1; GLS inh: 3.8%; G9a block: -3.2%; BAZ2B inh: -3.4%; Tb PGK inh: inactive; ERG-DNA inh: 6.8%; HP1b binding inh: 13.9%

What do the screens show for `CCOC(=O)C1(CCOc2ccccc2)CCN(Cc2cc(OC)c(O)c(OC)c2)CC1`?
JMJD2A Tudor inh: inconclusive; Pin1 inhibitor: 2.0%; PI4K2A inh: -5.1; GLS inh: -0.5%; G9a block: 79.4µM*; BAZ2B inh: -32.6%; Tb PGK inh: -4.2%; ERG-DNA inh: 7.3%; HP1b binding inh: -25.2%

Results for NC(=O)CC(NC(=O)Cc1cccc2ccccc12)c1ccc(N2CCN(c3ccc(F)cc3)CC2)c([N+](=O)[O-])c1 (centres undefined) ?
JMJD2A Tudor inh: -19.7%; Pin1 inhibitor: 5.8%; PI4K2A inh: -2.6; GLS inh: 5.5%; G9a block: inconclusive; BAZ2B inh: -15.2%; Tb PGK inh: -3.2%; ERG-DNA inh: -0.4%; HP1b binding inh: 15.3%

How did Cc1ccc(NC(=O)CSc2nnc(-c3ccco3)c(-c3ccco3)n2)cc1 do in these assays?
JMJD2A Tudor inh: 56.2µM*; Pin1 inhibitor: inconclusive; PI4K2A inh: -23.8; GLS inh: -10.3%; G9a block: inconclusive; BAZ2B inh: 31.6µM*; Tb PGK inh: -5.0%; ERG-DNA inh: 3.8%; HP1b binding inh: inconclusive

Results for CCN(CC(=O)NCc1cccs1)c1ccc(S(=O)(=O)N2CCCC2)cn1 ?
JMJD2A Tudor inh: -13.3%; Pin1 inhibitor: -1.6%; PI4K2A inh: 6.5; GLS inh: -5.0%; G9a block: 6.9%; Tb PGK inh: inactive; ERG-DNA inh: -0.5%; HP1b binding inh: 16.6%

Results for CCCCn1c(CCNC(=O)c2cccs2)nc2ccccc21 ?
JMJD2A Tudor inh: -23.4%; Pin1 inhibitor: 0.8%; PI4K2A inh: 4.1; GLS inh: 6.7%; G9a block: -16.0%[12.7 µM]; BAZ2B inh: 1.1%; Tb PGK inh: -1.7%; ERG-DNA inh: 6.0%; HP1b binding inh: 11.7%

Results for Cc1cc(C)c2c(CC(=O)Nc3nccs3)coc2c1 ?
JMJD2A Tudor inh: -24.1%; Pin1 inhibitor: 12.2%; PI4K2A inh: 2.2; GLS inh: 6.6%; G9a block: -33.4%[12.7 µM]; BAZ2B inh: -21.6%; Tb PGK inh: 1.3%; ERG-DNA inh: -6.2%; HP1b binding inh: 11.1%

What do the screens show for `CCS(=O)(=O)N1CCC(C(=O)Nc2ccc(C(C)=O)cc2)CC1`?
JMJD2A Tudor inh: 8.5%; Pin1 inhibitor: 0.3%; PI4K2A inh: 5.9; GLS inh: -1.9%; BAZ2B inh: 14.3%; Tb PGK inh: -6.6%; ERG-DNA inh: -4.9%; HP1b binding inh: 22.5%

Results for Cc1ccsc1C(=O)OCC(=O)N(C)C1CCCCC1 ?
JMJD2A Tudor inh: -3.2%; Pin1 inhibitor: -2.4%; PI4K2A inh: 2.4; GLS inh: -10.8%; Tb PGK inh: -0.4%; ERG-DNA inh: -0.3%; HP1b binding inh: 27.5%

What do the screens show for `Cc1cc(N2CCN(C)CC2)nc2ccc(NC(=O)CCC(=O)NCc3ccco3)cc12`?
JMJD2A Tudor inh: -12.7%; Pin1 inhibitor: -2.3%; PI4K2A inh: 0.0; GLS inh: 7.4%; G9a block: -10.9%[59 µM]; BAZ2B inh: -6.8%; Tb PGK inh: -9.1%; ERG-DNA inh: -0.6%; HP1b binding inh: 22.9%

Results for O=C(Nc1cnc2ccccc2c1)N1CCOCC1 ?
JMJD2A Tudor inh: -1.5%[11.4 µM]; Pin1 inhibitor: 0.9%; PI4K2A inh: -14.5; GLS inh: 1.8%; G9a block: 8.3%; BAZ2B inh: -3.0%; Tb PGK inh: -3.5%; ERG-DNA inh: -4.6%; HP1b binding inh: -12.5%

Results for Cc1ccccc1C(=O)c1cccn1CC(=O)NC(C)c1ccccc1 (centres undefined) ?
JMJD2A Tudor inh: -22.6%; Pin1 inhibitor: 6.7%; PI4K2A inh: -3.5; GLS inh: 8.0%; G9a block: 2.6%; BAZ2B inh: -30.8%; Tb PGK inh: -10.8%; ERG-DNA inh: 16.5%; HP1b binding inh: 46.2%[activator]

Results for COc1ccccc1-n1c(N)cc(=O)nc1SCC(=O)Nc1cc(C)on1 ?
JMJD2A Tudor inh: -6.9%; Pin1 inhibitor: 0.5%; PI4K2A inh: 0.9; GLS inh: -1.4%; G9a block: 7.5%[59 µM]; BAZ2B inh: -21.2%; Tb PGK inh: 11.8%; ERG-DNA inh: 0.5%; HP1b binding inh: 8.2%

How did Cc1ccc(CNC(=O)C2CCN(S(=O)(=O)c3c(C)noc3/C=C/c3c(C)cc(C)cc3C)CC2)cc1 do in these assays?
JMJD2A Tudor inh: -23.0%; Pin1 inhibitor: 1.4%; PI4K2A inh: 1.0; GLS inh: -8.9%; G9a block: -3.5%[59 µM]; BAZ2B inh: 0.3%; Tb PGK inh: 0.6%; ERG-DNA inh: -6.3%; HP1b binding inh: 9.2%[57 µM]

Results for CCc1ccc(S(=O)(=O)Nc2ccc3[nH]c(=O)sc3c2)cc1 ?
JMJD2A Tudor inh: -15.0%; Pin1 inhibitor: -4.4%; PI4K2A inh: 0.9; GLS inh: 1.0%; G9a block: -35.4%[59 µM]; BAZ2B inh: -3.8%; Tb PGK inh: 3.7%; ERG-DNA inh: 2.1%; HP1b binding inh: 19.7%[57 µM]

What do the screens show for `O=C(NCc1ccc2c(c1)OCO2)c1nc(Cn2ccc([N+](=O)[O-])n2)no1`?
JMJD2A Tudor inh: 6.3%; Pin1 inhibitor: -3.5%; PI4K2A inh: 1.6; GLS inh: -10.1%; G9a block: 14.9%; BAZ2B inh: 0.1%; Tb PGK inh: -8.3%; ERG-DNA inh: -19.0%; HP1b binding inh: 20.5%

How did COc1ccc(NC(=O)CSc2nnc3c4c(nc(-c5ccccc5)n23)CC(C)(C)OC4)cc1 do in these assays?
JMJD2A Tudor inh: -11.0%; Pin1 inhibitor: 2.6%; PI4K2A inh: -2.2; GLS inh: -6.9%; G9a block: -7.9%[59 µM]; BAZ2B inh: -4.2%; Tb PGK inh: -11.2%; HP1b binding inh: 26.3%

Results for O=C(NCCc1ccccc1)C(=Cc1ccc(C(=O)O)cc1)C(=O)NCCc1ccccc1 ?
JMJD2A Tudor inh: -14.4%; Pin1 inhibitor: -1.2%; PI4K2A inh: -4.4; GLS inh: 8.4%; G9a block: -2.5%; BAZ2B inh: -1.6%; Tb PGK inh: 4.3%; ERG-DNA inh: -4.5%; HP1b binding inh: 6.8%

What do the screens show for `Cc1cc(NC(=O)COC(=O)c2cnccn2)ccc1Br`?
JMJD2A Tudor inh: -3.2%; Pin1 inhibitor: -3.4%; PI4K2A inh: -0.2; GLS inh: 2.6%; Tb PGK inh: inactive; ERG-DNA inh: -1.9%; HP1b binding inh: 41.4%[activator]

Compound activity: PubChem, National Center for Advancing Translational Sciences (NCATS)
